TPT1 inhibitor: blocks Candida albicans tRNA 2'-phosphotransferase | actives 0.81% (n = 300,000) | recombinant caTPT1, FP RNA substrate dephosphorylation | inhibition, % at 5 µM | AID 1962;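 active = inhibition above the mean of all tested compounds plus 3 SD, set per screening campaign, cut at about 24% in these data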;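 note: plate controls were DMSO alone for no effect and ferristatin control at 100 nM for full effect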
PP5 primary: PP5 (human) phosphatase inhibition; P53041; purified PP5c, OMFP substrate fluorescence; inhibition, % at 6.7 µM; actives 0.18% (n = 320,000); AID 1987;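 active = inhibition above the campaign's mean inhibition across all tested compounds plus 3 SD, cut at about 9.5% in these data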;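 note: 0% = DMSO only and 100% = 100 µM cantharidin control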
CTSL1 counter: blocks F. hepatica cathepsin L1 in PFM18AAP counter-screen; inhibition, % at 5.96 µM; actives 0.49% (n = 300,000); AID 1906; recombinant F. hepatica cathepsin L1, Z-Leu-Arg-MCA fluorescence;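 active = inhibition above the mean of all tested compounds plus 3 SD, set per screening campaign, cut at about 17% in these data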;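 note: 0% = plate median of test compound wells and 100% = 1 µM Z-Phe-Ala-diazomethylketone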
PREPL inhibitor: human PREPL enzyme inhibition; Q4J6C6; recombinant PREPL, fluorescence polarization activity-based probe; inhibition, % at 5.96 µM; actives 0.68% (n = 320,000); AID 2751; in the data active = inhibition above about 43%;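 note: 0% = enzyme with DMSO and 100% = wells lacking enzyme; many of its hits are not listed in these tables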
LYPLA2 inh: LYPLA2 (human) inhibition in PME1 counter-screen; O95372; recombinant LYPLA2, FP-Rh probe fluorescence polarization; inhibition, % at 5.9 µM; actives 0.38% (n = 320,000); AID 2177;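 active = inhibition above the screen-wide mean plus 3 SD, limit set per campaign, cut at about 26% in these data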;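 note: 0% = LYPLA2 with DMSO and 100% = wells lacking LYPLA2 enzyme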
Target sequence (O95372 whole entry, looked up): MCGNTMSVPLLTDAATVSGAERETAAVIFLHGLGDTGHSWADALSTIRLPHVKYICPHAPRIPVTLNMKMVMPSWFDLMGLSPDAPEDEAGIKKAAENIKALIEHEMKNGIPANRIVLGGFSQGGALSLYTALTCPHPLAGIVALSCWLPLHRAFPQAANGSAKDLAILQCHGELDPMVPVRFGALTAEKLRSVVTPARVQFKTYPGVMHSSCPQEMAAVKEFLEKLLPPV
Efflux pump mplx: antifungal efflux pump inhibition, Nile Red retention | actives 0.44% (n = 330,000) | S. cerevisiae Candida pump triplex | AID 485275 | inhibition, % at 10 µM;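 active = plate passing quality check with inhibition over a set limit, or well fluorescence over plate mean plus 4 SD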;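 note: Nile Red retained in pooled yeast measured as flow cytometry median fluorescence; 0% = buffer negative control and 100% = Enniatin B positive control; higher means more Nile Red kept so more efflux inhibition; some compounds called inactive have numbers as strong as hits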
PP1 counter: blocks human PP1-alpha phosphatase, a PP5 counter-screen; P62136; purified PP1alpha, OMFP fluorescence; inhibition, % at 6.7 µM; actives 0.9% (n = 320,000); AID 2235;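 active = inhibition above the mean inhibition of all tested compounds plus 3 SD, computed separately for each screening campaign, cut at about 15% in these data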
Target sequence (P62136 whole entry, looked up): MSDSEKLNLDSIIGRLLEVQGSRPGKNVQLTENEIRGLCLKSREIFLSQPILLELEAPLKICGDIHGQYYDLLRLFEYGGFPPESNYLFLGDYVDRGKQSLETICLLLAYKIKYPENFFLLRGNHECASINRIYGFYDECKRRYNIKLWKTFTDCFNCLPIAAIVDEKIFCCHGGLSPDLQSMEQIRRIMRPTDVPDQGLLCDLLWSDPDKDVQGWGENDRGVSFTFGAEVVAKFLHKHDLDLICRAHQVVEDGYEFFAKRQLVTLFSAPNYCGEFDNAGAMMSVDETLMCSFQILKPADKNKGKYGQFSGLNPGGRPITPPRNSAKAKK
HCV core dimer: HCV core protein dimerization inhibition; TR-FRET GST/Flag-core106 dimerization, 1536-well; inhibition, % at 5 µM; actives 0.33% (n = 300,000); AID 1899;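 active = inhibition above the mean of all tested compounds plus 3 SD, set per screening campaign, cut at about 45% in these data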
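Assay system – GST-tagged and Flag-tagged HCV core protein residues 1-106 · Quantity – core106 proteins, GST 13.5 nM and Flag 17 nM · Benchmarks – unlabelled core106 and no-GST-core106 wells · Read-out basis – percent inhibition of core106 dimerization signal · Detection – time-resolved FRET, ex 340 nm, em 617 and 671 nm · Schedule – 4 h at 22.5 °C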
JMJD2C inh: human JMJD2C demethylase inhibition | actives 0.069% (n = 330,000) | Q9H3R0 | inhibition, % at 2.35 µM | GST-JMJD2C(1-420) H3K9me3 demethylation, DELFIA europium;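 active = more than half of a compound's replicate wells show inhibition beyond 50%, single wells judged on their own value; inconclusive = some, but no more than half, of replicates pass 50% inhibition; inactive = no replicate passes 50% inhibition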;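 note: signal counts dimethyl H3K9 product captured on neutravidin plate; 0% = median of DMSO wells and 100% = 0.3 times that DMSO median; strong numbers were not always called active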
Target sequence (Q9H3R0 1-420 limits assumed): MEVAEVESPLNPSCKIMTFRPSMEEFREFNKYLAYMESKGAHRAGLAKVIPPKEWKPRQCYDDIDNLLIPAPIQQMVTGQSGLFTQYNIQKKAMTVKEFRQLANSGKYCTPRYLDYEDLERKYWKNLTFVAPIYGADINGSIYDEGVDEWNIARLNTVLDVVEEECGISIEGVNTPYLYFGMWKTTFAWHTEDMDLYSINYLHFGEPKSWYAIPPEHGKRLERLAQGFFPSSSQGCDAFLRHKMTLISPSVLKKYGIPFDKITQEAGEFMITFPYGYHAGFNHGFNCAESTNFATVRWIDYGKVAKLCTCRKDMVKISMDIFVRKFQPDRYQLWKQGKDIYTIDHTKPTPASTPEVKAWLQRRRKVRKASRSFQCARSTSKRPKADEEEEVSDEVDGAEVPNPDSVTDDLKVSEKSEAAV
* = called active by the depositor; ? = inconclusive; / = not tested or not shown.

SMILES	TPT1 inhibitor	PP5 primary	CTSL1 counter	PREPL inhibitor	LYPLA2 inh	Efflux pump mplx	PP1 counter	HCV core dimer	JMJD2C inh
CC(OC(=O)c1cc2sccc2n1C)C(=O)NC(C)(C)C (stereo not given)	-3	0.5	-2	4	-1	-0.1	-1	-3	-1
CCN(CC)C(=O)CSc1nnc(-c2cc(-c3ccc(Cl)cc3)nc3ccccc23)o1	-3	-5.7	5	4	12	-0.1	-3	-10	-205
COC(=O)c1cc(C(=O)OCC(=O)N(C)C2CCS(=O)(=O)C2)cc([N+](=O)[O-])c1 (stereo not given)	-1	-0.1	-2	13	7	0.0	2	0	-2
Cc1ccc(C)c(C(=O)NC(C)CCc2ccccc2)c1 (stereo not given)	0	-0.8	0	-2	4	0.0	-3	2	-5
NC(=O)CSc1nc2ccccc2n1Cc1ccccc1F	1	-2.3	5	-8	11	-0.1	0	-1	45
O=C(COc1ccccc1)NNC(=O)c1cc2ccccc2o1	1	-1.2	-14	-1	0	-0.1	0	6	-3
COc1ccc(Cn2c(=O)[nH]c3cc(C(=O)NCCCN4CCCC4=O)ccc3c2=O)cc1	-2	-0.2	-2	-10	-7	0.0	2	2	-4
CCOC(=O)c1ccc(NC(=S)NC(=O)COc2ccccc2)cc1	3	0.3	1	-9	2	-0.4	-1	-2	-9
Cn1c(=O)oc2cc(S(=O)(=O)NCCN3CCN(c4ccccc4F)CC3)ccc21	-3	-0.3	0	-1	0	0.0	-3	6	4
CS(=O)(=O)c1ccc(-c2nnc(NC(=O)c3ccco3)o2)cc1	2	-0.2	4	-8	-4	0.0	-3	-2	2
O=C(O)c1cc2cccc(S(=O)(=O)N3CCOCC3)c2cc1O	-3	-0.1	-2	-4	7	-0.1	2	5	-1
CCC(C)N1C(=O)CCC1C(=O)O (stereo not given)	-3	0.7	1	-1	8	-0.1	0	4	0
O=C(CNCCc1ccc(F)cc1)Nc1cc(F)ccc1F	-2	0.2	-3	-19	1	0.3	2	6	13
COc1ccc(CC(=O)Nc2nnc(-c3cccc([N+](=O)[O-])c3)s2)cc1	0	1.6	-3	24	-3	0.1	2	-7	-20
Cc1ccc(S(=O)(=O)N(C)C)cc1NC(=O)COC(=O)C1COc2ccccc2O1 (stereo not given)	-1	0.8	-7	-3	-9	0.0	-3	2	-19
Cc1ccc(C(=O)CSc2nnc(C(C)C)n2C)cc1C	-5	2.3	0	10	0	0.1	0	2	-15
COC(=O)c1ccc(C2c3c(oc4ccc(F)cc4c3=O)C(=O)N2CCO)cc1 (stereo not given)	3	2.6	-2	2	-1	0.5	2	-7	-24
CC(=O)Nc1ccc(NC(=O)CSc2nnnn2-c2ccc(F)cc2)cc1	4	-1.1	-4	4	-6	0.2	1	1	-20
CC(C)CC(=O)Nc1cc2nn(-c3ccccc3)nc2cc1Cl	-1	1.9	-3	-5	10	-0.1	-4	-9	-4
CCn1cc(C(=O)Nc2ccc(Cl)cc2Cl)cn1	1	-0.7	-1	-3	1	0.0	-4	-8	6
C/C(=N\NC(=O)Cc1cccn1C)c1ccc([N+](=O)[O-])cc1	-1	-2.7	5	2	-2	0.1	0	0	0
Cc1cc(/C=C2\SC(=S)NC2=O)c(C)n1C1CC1	74*	-0.4	2	6	1	0.1	2	-6	11
Cc1ccc(-n2nc(C(=O)c3ccccc3)n3c(=O)cc(-c4ccccc4)nc23)cc1	-2	2.0	1	7	-2	0.0	-2	0	-10
COC(=O)Cn1c(-c2ccc(OC)cc2)c(-c2ccc(OC)cc2)nnc1=O	-2	1.4	-1	1	1	-0.1	0	11	1
CC1=C(C(=O)Nc2cc(C(=O)N(C)Cc3ccccc3)ccc2C)SCCO1	1	0.6	-1	-1	4	0.0	0	5	-7

Filtered by structure, those above with an aryl methoxy group
SMILES	TPT1 inhibitor	PP5 primary	CTSL1 counter	PREPL inhibitor	LYPLA2 inh	Efflux pump mplx	PP1 counter	HCV core dimer	JMJD2C inh
COc1ccc(Cn2c(=O)[nH]c3cc(C(=O)NCCCN4CCCC4=O)ccc3c2=O)cc1	-2	-0.2	-2	-10	-7	0.0	2	2	-4
COc1ccc(CC(=O)Nc2nnc(-c3cccc([N+](=O)[O-])c3)s2)cc1	0	1.6	-3	24	-3	0.1	2	-7	-20
COC(=O)Cn1c(-c2ccc(OC)cc2)c(-c2ccc(OC)cc2)nnc1=O	-2	1.4	-1	1	1	-0.1	0	11	1

Remaining list, next part.
SMILES	TPT1 inhibitor	PP5 primary	CTSL1 counter	PREPL inhibitor	LYPLA2 inh	Efflux pump mplx	PP1 counter	HCV core dimer	JMJD2C inh
CCOC(=O)Cc1csc(SC(C)C(=O)NC2CCCCC2C)n1 (stereo not given)	-3	-0.5	2	-5	3	0.0	-1	5	-9
CC1(C)CC(NC(=O)c2ccc(Cl)c(S(=O)(=O)N(Cc3ccccc3)c3ccccc3)c2)CC(C)(C)N1	-1	0.8	2	9	-5	0.2	-1	1	28
CC(C)CCC1(CCNC(=O)c2cccs2)CCOC(C)(C)C1 (stereo not given)	-2	0.8	1	2	2	-0.2	0	-2	11
Cc1ccc(C)n1C1CCS(=O)(=O)C1 (stereo not given)	-5	2.0	2	8	-6	0.1	-4	4	-2
O=C(c1cc2ccccc2cc1O)N1CCN(c2cccc(Cl)c2)CC1	1	2.7	-4	0	-8	0.1	1	13	-15
COc1cccc(N=Cc2ccc(O)cc2O)c1	-6	0.6	4	10	-5	-0.1	-1	18	17
Brc1ccc(OCCN2CCOCC2)cc1	-5	4.5	-1	-5	-5	-0.1	-3	5	-12
O=C(CCC1CCCN(Cc2cccc3c2OCO3)C1)NCc1ccc(F)c(F)c1 (stereo not given)	0	2.4	3	11	-1	0.0	3	-3	7
O=C(O)CCC(=O)N1CCCC1	1	0.8	1	3	-4	-0.3	-1	-4	6
C[n+]1c2n(c3ccccc31)N=C(c1ccc(Br)cc1)CS2	-2	1.4	2	22	-4	0.1	5	-9	2
COc1ccc(-c2c(C#Cc3ccsc3)c3cc(-c4ccc(OC)nc4)ccc3n2C)cc1	/	-0.3	/	17	-6	-0.1	0	/	2
CSc1nc2ccc3nc(NC(=O)c4ccccc4)sc3c2s1	-3	0.2	0	-4	-14	0.2	4	-11	4
Fc1ccccc1CNc1cc(Cl)cc(Cl)c1	-4	1.4	5	-3	-5	-0.1	3	-2	-4
CC(C)(C)C1(O)CC(C(F)(F)F)=NN1C(=O)CCc1ccccc1 (stereo not given)	2	-0.6	0	4	2	0.1	5	-3	16
O=[N+]([O-])c1ccc(N2CCN(Cc3ccccc3)CC2)s1	31*	3.4	11	11	-3	-0.2	3	-11	-4
CCN(CCO)c1ncnc2onc(-c3ccc(F)cc3)c12	0	-1.8	9	-1	-8	-0.1	-3	3	3
COc1cc(OC)c(S(=O)(=O)Nc2ccccc2NC(=O)CN2CCOCC2)cc1NC(C)=O	-2	-2.2	0	-6	0	0.0	-2	2	15
NC(=O)c1cnn(Cc2ccc(Cl)cc2)c1N	4	2.6	2	12	3	0.2	-2	2	?
O=c1cc(-c2ccccc2)oc2cc(OCc3ccccc3)cc(O)c12	-1	0.9	2	-13	1	0.1	0	3	4
COc1ccc(C2Nc3cccc4cccc(c34)N2)cc1Br	1	1.0	-6	16	2	0.2	-4	3	28
COc1ccc2cc(CCNC(=O)CCc3ccccc3)c(=O)[nH]c2c1	-1	0.6	7	-20	-2	0.0	-2	-6	2
CC(C)NS(=O)(=O)c1ccc(NC(=O)C2CCCCC2)cc1	1	3.6	3	-2	3	-0.3	-4	-8	0
O=C(CCN1C(=O)/C(=C/c2ccccc2F)SC1=S)NC1C=CS(=O)(=O)C1 (stereo not given)	0	2.9	3	13	0	0.1	-4	-10	-1
CSCCC1NC(=O)N(CC(=O)Nc2c(Cl)cc(Cl)cc2Cl)C1=O (stereo not given)	-7	0.6	-3	-6	-1	-0.1	-1	-8	0
COc1ccc(OCCOc2ccc(C)nc2[N+](=O)[O-])cc1	1	-0.1	-2	3	-7	0.1	-2	-10	1
SMILES	TPT1 inhibitor	PP5 primary	CTSL1 counter	PREPL inhibitor	LYPLA2 inh	Efflux pump mplx	PP1 counter	HCV core dimer	JMJD2C inh
COc1ccc(CCN2C(=O)C(O)=C(C(C)=O)C2c2ccccc2OC)cc1OC (stereo not given)	-2	2.9	0	4	1	0.2	2	-5	-11
CC(C)(C)NC(=O)CCn1nc(-c2ccc(Cl)cc2)c2ccccc2c1=O	-1	2.1	-5	3	8	0.0	-1	0	1
CCN(C(=O)C1CC1)C1CCS(=O)(=O)C1 (stereo not given)	3	0.1	-1	-1	-1	0.4	0	5	?
COc1cc(/C=C2/SC(=S)N(Cc3ccccc3)C2=O)ccc1OCC(=O)O	10	2.4	2	-13	-4	-0.2	20*	37	8
CCOC(=O)c1ccc(NC(=O)c2ccnn2C)cc1	-3	-0.7	-6	3	4	-0.1	-4	0	-6
CCCCN(C(=O)c1ccco1)C1CCS(=O)(=O)C1 (stereo not given)	0	-1.7	-1	-1	-3	0.2	2	-2	87
O=C(c1cc(Cl)nc2ccccc12)N1CCCCC1	0	1.0	2	16	-8	0.0	-3	4	-8
COc1ccc(NC2CCCN(C(=O)COc3ccc(Cl)cc3C)C2)cc1OC (stereo not given)	-3	1.6	-2	32	5	-0.5	-3	-1	1
C/C(CC(=O)NCc1ccccc1)=N\NC(N)=S	-8	2.7	3	7	4	-0.1	1	-4	-22
COC(=O)CN1C(=O)C2(OCCCO2)c2ccccc21	0	2.8	-3	0	3	0.2	1	-3	12
COC(=O)C1=C(C(=O)OC)[C@@H]2N(C)c3ccccc3[C@@]23C[C@@H](C(=O)OC)N(C(=O)CC(C)C)C3=N1	0	5.1	1	9	3	0.2	1	6	4
COC(=O)c1ccc(-n2c(CCC(=O)O)ccc2-c2ccccc2)cc1	-1	-1.2	-1	-5	-2	-0.1	0	-2	-6
CC(NC(=O)CSC(=S)N1CCCC1)c1ccc(S(N)(=O)=O)cc1 (stereo not given)	-2	0.7	4	14	9	-0.4	-3	3	-8
CC(C)(C)CC(C)(C)NC(=S)Nc1ccc2nc(-c3ccccn3)c(-c3ccccn3)nc2c1	15	2.3	5	-17	-14	0.0	2	3	7
COc1ccccc1C(=O)NC(=O)Nc1cccc(Cl)c1	-5	2.7	4	12	9	-0.1	1	-9	-8
CCOC(=O)c1sc2nc(COC(=O)c3c(F)cccc3F)[nH]c(=O)c2c1C	20	2.4	2	-2	-4	0.1	7	29	17
Cc1onc(C(=O)N2CCC(Cc3ccccc3)CC2)c1[N+](=O)[O-]	-3	0.8	4	13	-5	-0.1	-8	-17	-2
CN(C)CCCn1c(=O)n(Cc2ccco2)c(=O)c2c3c(sc21)CCCCC3	-3	-1.0	-1	21	-5	0.1	2	-1	-10
COc1ccc(Cl)cc1C(=O)NCCN(C)C	-3	-0.1	-5	-5	-4	0.0	-3	-3	-1
COc1ccc(C(=O)NCCc2nnc3ccc(SCC(=O)NCCc4ccc(OC)c(OC)c4)nn23)cc1	-2	1.0	-1	1	-1	0.1	-1	4	7
Cc1ccccc1OCCCC(=O)NCc1ccco1	-4	0.0	4	10	-3	-0.3	-5	-9	-13
CCCCOc1ccccc1C(=O)N(Cc1ccco1)C1CCS(=O)(=O)C1 (stereo not given)	-3	1.1	3	4	-12	0.0	1	-4	7

Screening data as filed in PubChem.

The list is partial; the hit share may differ from the screen's.
